# Bioassay records from PubChem.
# Rab2 wt GTP: changes GTP binding to wildtype dog Rab2A, up or down. P61105. GST-Rab2 wt beads, Bodipy-GTP binding, flow cytometry. GTP binding activity, % at 10 µM. hit rate 0.19% among 190,000. AID 760;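 active = GTP binding activity at least 20 points away from 100%, either lowered or raised; inconclusive = signal likely due to the compound's own green fluorescence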;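 note: 0% = beads with excess unlabeled GTP and 100% = no-compound control corrected for plate trend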
# RGS8-Gao: regulators of human RGS8-Galphao interaction; P09471; multiplexed bead flow cytometry, RGS8-Galphao binding; actives lie on both sides; response (percent of control binding), % at 10 µM; hit rate 0.34% among 220,000; in the data active = response below about 60% or above about 140%; inactive = in between;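 note: Galphao activated as the GDP aluminium fluoride complex binding bead-coupled RGS8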
# Target sequence (P09471 whole entry, looked up): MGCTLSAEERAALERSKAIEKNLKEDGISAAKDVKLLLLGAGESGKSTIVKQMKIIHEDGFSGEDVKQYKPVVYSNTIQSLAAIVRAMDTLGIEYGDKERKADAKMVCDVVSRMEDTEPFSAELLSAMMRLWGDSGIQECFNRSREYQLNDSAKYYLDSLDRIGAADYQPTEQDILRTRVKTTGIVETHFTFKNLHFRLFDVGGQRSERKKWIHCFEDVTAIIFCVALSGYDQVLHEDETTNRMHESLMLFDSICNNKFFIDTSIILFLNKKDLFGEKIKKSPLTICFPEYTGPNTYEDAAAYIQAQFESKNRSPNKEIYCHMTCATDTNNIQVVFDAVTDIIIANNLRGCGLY
# Rac1 mut GTP: human Rac1 activated mutant GTP binding change; P63000; AID 764; GST-Rac1 activated beads, fluorescent GTP binding, flow cytometry; actives lie on both sides; 100% means binding = to untreated wells; percent activity (GTP binding), % at 10 µM; hit rate 0.11% among 190,000;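 active = GTP binding at least 20 percentage points away from the 100% baseline, in either direction, so actives lie on both sides; inconclusive = Compound likely fluorescent itself, or too few beads counted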
# Rac1 wt GTP bind: alters GTP binding to wildtype human Rac1. GST-Rac1 beads, fluorescent GTP binding, flow cytometry; actives lie on both sides; 0 = cold GTP competed, 100 = untreated. P63000. hit rate 0.27% among 190,000. GTP binding activity (% of control), % at 10 µM;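 active = GTP binding activity at least 20 points away from the 100% control level, either lower or higher; inconclusive = compound flagged as likely green fluorescent, judged across all proteins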
# Rab7 wt GTP bind: alters GTP binding to wildtype dog Rab7; GST-Rab7 beads, fluorescent GTP binding, flow cytometry; actives lie on both sides; untreated = 100%, excess cold GTP = 0%; GTP binding activity (percent of control), % at 10 µM; hit rate 0.055% among 190,000;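 active = fluorescent GTP binding to Rab7 beads changed by at least 20 points from the 100% baseline, either direction, mostly lower; inconclusive = compound itself probably fluorescent, or too few beads counted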;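 note: median green fluorescence of bound Bodipy-FL-GTP per Rab7 bead population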
# Mcl1 Noxa PPI: disrupts binding of human Mcl-1 to Noxa peptide. Q07820. TR-FRET Mcl-1/Noxa peptide binding, 2 h. inhibition, % at 21.7 µM. hit rate 1.5% among 220,000;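 active = compounds that cut the protein-peptide binding signal by more than 50% relative to plate controls in a single-dose test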;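 note: His-tagged Mcl-1 with rhodamine Noxa BH3 peptide and terbium anti-His antibody; 0% = Mcl-1 plus Noxa peptide wells and 100% = peptide-only wells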
# Target sequence (Q07820 whole entry, looked up): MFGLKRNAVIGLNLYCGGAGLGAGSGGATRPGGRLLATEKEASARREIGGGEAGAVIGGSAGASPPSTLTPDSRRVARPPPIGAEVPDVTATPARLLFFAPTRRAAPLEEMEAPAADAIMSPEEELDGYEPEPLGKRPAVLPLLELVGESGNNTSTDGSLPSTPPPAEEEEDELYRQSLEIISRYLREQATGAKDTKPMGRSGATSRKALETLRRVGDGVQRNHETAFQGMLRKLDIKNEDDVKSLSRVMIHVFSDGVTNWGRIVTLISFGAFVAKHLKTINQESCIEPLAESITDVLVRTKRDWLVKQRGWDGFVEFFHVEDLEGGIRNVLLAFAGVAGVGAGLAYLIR
# Pf gamet viab: kills late stage P. falciparum gametocytes. inhibition, % at 10.9 µM. P. falciparum stage V gametocytes, ATP luminescence, 24 h. hit rate 0.065% among 150,000;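 active = inhibition above the mean plus 3 SD of compounds within the control limits, set per campaign, cut at about 38% in these data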;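 note: 0% = DMSO wells and 100% = medium only without gametocytes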
# Mcl-1 Bim block: disrupts Bim peptide binding to human Mcl-1; Bead-based flow cytometry, Bim peptide-Mcl-1 binding; hit rate 0.1% among 190,000; inhibition, % at 10 µM; Q07820; AID 1009; in the data active = inhibition above about 40%;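 note: 0% = no compound tracer wells and 100% = peptide blocker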
# HRas wt GTP bind: human HRas wildtype GTP binding, change in either direction; GST-Ras wt beads, Bodipy-FL-GTP binding, flow cytometry; actives lie on both sides; GTP binding activity, % at 10 µM; hit rate 0.14% among 190,000; AID 759;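 active = GTP binding activity at least 20% away from the 100% baseline, either lowered as inhibitor or raised as activator; inconclusive = flagged as likely green fluorescent, judged across all proteins in the well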;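 note: 0% = unlabeled GTP competition control and 100% = no-compound control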
# Target sequence (P01112 whole entry, looked up): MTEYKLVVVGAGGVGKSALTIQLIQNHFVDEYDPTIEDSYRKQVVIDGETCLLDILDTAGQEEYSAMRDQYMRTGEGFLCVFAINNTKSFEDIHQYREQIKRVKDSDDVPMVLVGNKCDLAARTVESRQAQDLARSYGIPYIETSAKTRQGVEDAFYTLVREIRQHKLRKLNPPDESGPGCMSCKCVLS
# Mcl1 Bid PPI: disrupts binding of human Mcl-1 to Bid peptide; Q07820; TR-FRET Mcl-1/Bid-Dy647 peptide binding, 1536-well; inhibition, % at 21.7 µM; hit rate 0.97% among 220,000; AID 1021;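 active = compounds that cut the binding signal by more than half at the single screening dose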;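 note: His-tagged Mcl-1 with europium anti-His antibody binding Bid BH3 peptide; 0% = Mcl-1 plus peptide wells and 100% = peptide-only wells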
# Cdc42 wt: changes GTP binding to wildtype human Cdc42; P60953; GST-Cdc42 beads, Bodipy-GTP binding, flow cytometry; actives lie on both sides; percent activity (GTP binding), % at 10 µM; hit rate 0.2% among 190,000;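 active = percent activity GTP binding at least 20 points away from the 100% baseline, either down as inhibitor or up as activator; inconclusive = compound flagged as likely green fluorescent from well-wide comparison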;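 note: median bead fluorescence of bound Bodipy-FL-GTP at 100 nM; 0% = excess unlabeled GTP control and 100% = no compound control; below 100% means less GTP binding so inhibitor and above means activator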
# Target sequence (P60953 whole entry, looked up): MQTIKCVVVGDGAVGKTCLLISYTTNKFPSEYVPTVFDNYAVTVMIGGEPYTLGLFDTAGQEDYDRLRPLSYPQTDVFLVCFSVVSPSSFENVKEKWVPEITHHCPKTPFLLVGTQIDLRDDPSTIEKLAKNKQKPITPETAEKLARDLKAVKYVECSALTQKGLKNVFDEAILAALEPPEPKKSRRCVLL
# Starred values were filed as active, the others as inactive; ? = inconclusive; · = not tested or not shown.
SMILES,Rab2 wt GTP,RGS8-Gao,Rac1 mut GTP,Rac1 wt GTP bind,Rab7 wt GTP bind,Mcl1 Noxa PPI,Pf gamet viab,Mcl-1 Bim block,HRas wt GTP bind,Mcl1 Bid PPI,Cdc42 wt
Cc1ccc(N2C(=O)[C@@H]3C(C(=O)CCN4C(=O)c5ccccc5C4=O)=NN[C@@H]3C2=O)cc1,98.0,89.5,98.0,98.0,98.0,10.5,-32.1,11.0,96.0,-58.4,101.0
Cc1ccc2nc(NC(=O)c3ccc(N4C(=O)CCC4=O)cc3)sc2c1,95.0,85.4,94.0,92.0,94.0,58.4*,-7.2,1.0,92.0,0.4,92.0
Cc1cc(Cl)ccc1OCC(=O)NCCC(=O)O,99.0,98.5,97.0,98.0,99.0,-7.6,4.4,3.0,99.0,4.6,99.0
COc1ccc(CCNC(=O)CNS(=O)(=O)c2cccs2)cc1OC,92.0,102.0,91.0,90.0,95.0,·,-29.2,-4.0,94.0,-35.0,95.0
COc1ccccc1-c1coc2cc(OC(=O)/C=C/c3ccccc3)ccc2c1=O,93.0,98.9,95.0,97.0,93.0,8.6,-13.3,-5.0,96.0,-2.2,95.0
C=CCc1cccc2cc(C(=O)Nc3ccccc3C(=O)O)c(=O)oc12,93.0,97.9,91.0,94.0,95.0,48.3,·,2.0,92.0,-9.8,88.0
CCOC(=O)CSC1=NC(=O)/C(=C\c2ccc(Cl)cc2)S1,99.0,99.9,96.0,97.0,96.0,31.3,13.3,-4.0,99.0,50.0,99.0
O=C(NCc1ccccn1)C(C(=O)c1ccc(F)cc1)n1ccccc1=O (stereo not given),102.0,101.5,100.0,101.0,103.0,-17.7,20.0,0.0,102.0,-54.5,101.0
CCOCCCNC(=O)C(c1ccc(OC)cc1)N(Cc1ccc2c(c1)OCO2)C(=O)c1cnccn1 (stereo not given),104.0,101.4,101.0,107.0,108.0,-12.8,-18.7,0.0,104.0,-21.0,105.0
COCCOC(=O)C1=C(C)N=C2SCCC(=O)N2C1c1cccs1 (stereo not given),96.0,108.8,98.0,97.0,97.0,20.0,-23.1,0.0,96.0,2.4,97.0
Cc1ccc(/C=N\NC(=O)c2ccc(Cn3cc(Br)c([N+](=O)[O-])n3)o2)o1,?,104.0,?,?,?,-2.1,-4.4,0.0,?,-49.8,?
COC(=O)c1ccc(NC(=O)CN(c2ccc(OC)cc2)S(C)(=O)=O)cc1,97.0,99.5,93.0,94.0,97.0,2.9,6.6,-2.0,99.0,-1.6,98.0
O=C(Nc1ccc2c(c1)OCCO2)N1CCOCC1,99.0,102.7,95.0,98.0,100.0,-15.1,-23.6,-6.0,97.0,-25.0,95.0
Cc1ccc(S(=O)(=O)N/N=C/c2cccc([N+](=O)[O-])c2)cc1,99.0,73.6,99.0,102.0,96.0,13.8,·,20.0,100.0,-34.0,101.0
O=C(CN1CCOCC1)Nc1ccc(-c2nc3ccccc3[nH]2)cc1,101.0,102.1,96.0,101.0,101.0,13.7,·,0.0,101.0,-7.6,101.0
CCOC(=O)Cc1csc(NC(=O)CCc2ccc(S(=O)(=O)N3CCOCC3)cc2)n1,101.0,94.8,99.0,107.0,100.0,9.5,9.5,0.0,101.0,-22.2,103.0
COc1ccc(CNC(=O)CSc2nnc3c(Cl)cc(C(F)(F)F)cn23)cc1OC,98.0,100.5,96.0,98.0,98.0,3.0,-18.4,-9.0,98.0,-52.8,100.0
COc1ccc(N2CCN(c3oc(COc4ccccc4Cl)nc3C#N)CC2)cc1,98.0,103.2,100.0,103.0,98.0,-5.6,10.6,-2.0,100.0,-24.1,99.0
COc1cc(C(=O)Nc2ccccn2)cc(OC)c1OC,92.0,100.0,94.0,92.0,93.0,·,·,-4.0,94.0,-7.1,94.0
O=C(Nc1ccc2oc(-c3cccnc3)nc2c1)c1ccc([N+](=O)[O-])o1,97.0,102.1,97.0,100.0,99.0,67.2*,-4.0,0.0,98.0,61.0*,96.0
COC(=O)c1ccccc1NC(=O)c1noc2c1CCCC2,103.0,102.5,101.0,102.0,106.0,-14.4,5.5,1.0,103.0,-12.1,102.0
Cc1ccc(S(=O)(=O)N(CC(=O)N2CCc3ccccc3C2)c2ccc(Cl)c(Cl)c2)cc1,100.0,99.4,101.0,105.0,100.0,-0.2,·,-2.0,102.0,2.4,98.0
C#CC[N+]1(CC#Cc2cccc(C)c2)CCCCC1,98.0,102.0,93.0,97.0,106.0,18.0,9.2,-3.0,98.0,0.3,94.0
COCCCn1cnc2c(c1=O)c1nc3ccccc3nc1n2-c1ccccc1,99.0,97.5,97.0,103.0,104.0,11.3,·,-5.0,99.0,-14.7,99.0
CC1CCc2nc(/C(C#N)=C/c3cccnc3)sc2C1 (stereo not given),95.0,97.8,94.0,96.0,108.0,13.2,20.4,0.0,98.0,-29.2,97.0
# (list continues)
SMILES,Rab2 wt GTP,RGS8-Gao,Rac1 mut GTP,Rac1 wt GTP bind,Rab7 wt GTP bind,Mcl1 Noxa PPI,Pf gamet viab,Mcl-1 Bim block,HRas wt GTP bind,Mcl1 Bid PPI,Cdc42 wt
CC(C)CNC(=O)c1ccc(Cl)c(Cl)c1,101.0,101.6,97.0,106.0,102.0,-1.1,·,-4.0,101.0,7.1,102.0
CCOC(=O)c1[nH]c(C)c(C(=O)Nc2ccc3c(c2)OCCO3)c1C,100.0,98.7,98.0,104.0,103.0,-11.5,·,-5.0,100.0,-26.2,100.0
C[C@H](Nc1ncnc2sc3c(c12)CCC3)C(=O)O,103.0,95.5,101.0,104.0,105.0,0.2,·,-4.0,104.0,-13.2,104.0
CCOC(=O)N1CCC(N(CCOC)C(=O)Nc2ccc(CC)cc2)CC1,101.0,92.0,97.0,102.0,100.0,20.3,·,0.0,97.0,-9.5,99.0
COC1OC(COC(=O)CNC(=O)OC(C)(C)C)C(O)C(O)C1O (stereo not given),99.0,98.9,100.0,103.0,96.0,-2.2,-2.4,-7.0,100.0,-9.7,103.0
Cc1ccc(-n2c(C)nc3c(cnn3-c3ccc(F)cc3)c2=O)cc1,104.0,99.5,100.0,103.0,104.0,-2.0,0.2,5.0,104.0,-3.0,104.0
CCCCn1c(SCC(N)=O)nnc1-c1ccco1,99.0,99.3,101.0,104.0,98.0,-1.5,·,-6.0,101.0,0.3,104.0
Cc1cccc(NC(=O)Cn2cnc3c(oc4ccccc43)c2=O)c1,96.0,104.5,95.0,97.0,92.0,-7.6,15.2,0.0,94.0,-6.8,95.0
Cc1ccnc(SCC(=O)Nc2sc3c(c2C#N)CCCC3)n1,99.0,98.9,99.0,101.0,100.0,-0.2,·,5.0,101.0,-3.4,101.0
O=c1oc2ccccc2c(Cl)c1CN1CCCCC1,95.0,108.5,97.0,96.0,96.0,0.8,-4.0,1.0,96.0,2.9,95.0
CCCCOc1ccc(/C(O)=C2/C(=O)C(=O)N(CCCOC)C2c2ccncc2)cc1C (stereo not given),100.0,98.2,96.0,99.0,100.0,8.3,·,-3.0,103.0,-80.1,100.0
CCOC(=O)CSc1nc(C)c2cc(OC)ccc2n1,96.0,99.7,96.0,99.0,98.0,4.2,10.6,-3.0,99.0,1.2,97.0
Cc1ccc(C(=O)O/N=C/C2=C(Cl)c3ccccc3CC2)cc1,?,78.2,?,?,?,0.1,3.1,-2.0,?,-22.1,?
CC(C)(CNC(=S)NCCc1ccccc1)CNC(=S)NCCc1ccccc1,99.0,103.4,97.0,103.0,100.0,19.5,·,-7.0,101.0,-58.9,95.0
CC1=NN(C(=O)c2ccc(Br)cc2)C(O)(C(F)(F)OC(F)(F)F)C1 (stereo not given),100.0,99.1,97.0,104.0,98.0,9.5,·,-4.0,98.0,-10.4,101.0
O=C(N/N=C/c1ccccc1[N+](=O)[O-])C(=O)N1CCCC1,98.0,104.1,96.0,98.0,100.0,-0.2,·,-3.0,96.0,-20.6,98.0
COc1ccc2cc(CCl)c(Cl)nc2c1,93.0,105.3,93.0,95.0,91.0,8.1,-14.6,3.0,92.0,-1.9,94.0
CC(=O)NC(c1ccco1)c1ccc2cccnc2c1O (stereo not given),?,96.8,?,?,?,-40.3,·,3.0,?,-38.3,?
Cc1csc(NC(=O)CSc2nncc(=O)n2N)n1,97.0,100.2,95.0,94.0,103.0,5.8,11.7,-2.0,98.0,-47.5,97.0
COC(=O)c1sc(N)c(C(=O)OC)c1COC(=O)CCNS(=O)(=O)c1ccc(C)cc1,102.0,102.3,100.0,108.0,96.0,11.9,·,-5.0,100.0,5.0,104.0
CN(C)CCOc1ncnc2c1oc1ccccc12,102.0,92.5,101.0,103.0,99.0,-8.7,·,0.0,102.0,-8.9,103.0
Cc1ccc(NC(=O)CN2C(=O)N/C(=C/c3cccn3-c3ccc(C(=O)O)cc3)C2=O)cc1,93.0,28.2*,94.0,95.0,91.0,102.1*,·,9.0,95.0,44.4,93.0
Cc1nc2c(oc3ccccc32)c(=O)o1,100.0,98.6,100.0,103.0,98.0,-0.3,8.3,-2.0,100.0,-19.4,102.0
CCCCCn1c(=O)[nH]c2cc(C(=O)NCCc3ccc(OC)c(OC)c3)ccc2c1=O,102.0,96.5,100.0,105.0,98.0,2.1,15.9,0.0,100.0,-15.4,104.0
CC1(C)N=C(c2ccc(Cl)cc2Cl)C(=O)N1,102.0,100.8,100.0,103.0,104.0,-1.6,-4.7,1.0,103.0,-9.9,102.0
# Going on with the list:
SMILES,Rab2 wt GTP,RGS8-Gao,Rac1 mut GTP,Rac1 wt GTP bind,Rab7 wt GTP bind,Mcl1 Noxa PPI,Pf gamet viab,Mcl-1 Bim block,HRas wt GTP bind,Mcl1 Bid PPI,Cdc42 wt
CCCc1sc(N2CCCC(C(N)=O)C2)nc1-c1ccccc1 (stereo not given),98.0,103.9,99.0,105.0,102.0,0.1,3.2,-24.0,103.0,-55.0,102.0
COc1ccc(NC(=O)CN2CCN(S(=O)(=O)c3ccc(F)cc3)CC2)cc1Cl,101.0,100.4,100.0,103.0,103.0,-2.8,-6.3,-3.0,102.0,-3.0,103.0
O=C(Nc1nc2ccccc2[nH]1)c1ccc(F)cc1,101.0,95.8,103.0,103.0,97.0,7.6,·,-2.0,101.0,-24.4,103.0
Cc1cccc(NC(=O)c2cc(-c3ccccn3)nc3ccccc23)c1C,97.0,102.3,98.0,105.0,104.0,3.0,-9.8,0.0,98.0,-14.8,98.0
COc1cccc(/C(O)=C2/C(=O)C(=O)N(Cc3ccco3)C2c2ccncc2)c1 (stereo not given),100.0,101.8,98.0,100.0,100.0,15.1,-8.4,-1.0,102.0,-79.9,100.0
COc1ccccc1-n1cnnc1SCC(=O)NCc1cccs1,102.0,106.6,103.0,107.0,101.0,1.9,·,-2.0,103.0,2.1,106.0
COc1ccc(S(=O)(=O)N(C(=O)c2ccco2)c2cc3sc(=O)oc3c3ccccc23)cc1,99.0,97.1,101.0,106.0,100.0,19.0,-2.1,-1.0,103.0,-30.1,102.0
